Assay outcomes (PubChem)
Mm-Cpn inhibitor = M. maripaludis TRiC chaperonin inhibition; purified Mm-Cpn ATPase, ADP Transcreener TR-FRET; Potency, µM (doses to about 76.9 µM), inactives show at the top dose activity, negative = inhibition, most hits filed as inhibitors; 0.031% of 330,000 active; AID 504842; further: potency means the concentration at half of the fitted maximal effect; on the % scale 0 is the no-effect control and ±100 the full control effect; nearly all actives have a fitted effect of over 80% in size
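Purified archaeal Mm-CPN (25nM final) preincubated 10 min at 37degC with compound, then 10uM ATP for 30 min at 37degC; ADP measured by HTRF Transcreener TR-FRET; buffer 30 mM TRIS pH 7.4, 100mM KCl, 5mM MgCl2, 1mM DTT.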
Akt phos inh = inhibitors of Akt phosphorylation. Neuro2A IGF-stimulated pAkt S473 HTRF, 20 min; hits give low values. activity change, % for hits at 50 µM. 0.32% of 360,000 active; in the data active means activity change below about -80%; inconclusive means mostly about -51% to -80%; further: on the % scale 0 is the no-effect control and ±100 the full control effect
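Neuro2A cells (4,500/well, DMEM with 0.5% FBS) were treated with compound at a single 50 µM final concentration, stimulated with 6 nM IGF for 20 min at 37 °C, and lysed. Phospho-Akt Ser473 was read by HTRF as 665/615 ratio ×10^4.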
PTHR1 agonist = activates the human parathyroid hormone receptor PTHR1 | Q03431 | Potency, µM (series often up to 115 µM), for inactives: at the top dose activation, most hits filed as activators | HEK293 GP2 PTHR1 cells, GloSensor cAMP luminescence, 1 h | AID 743266 | 0.075% of 410,000 active; further: potency means the concentration at half of the fitted maximal effect; nearly all actives have a fitted effect of over 55% in size; some results filed as inactive show a strong effect at the top dose; inactives centre near -15; many of its hits are not listed in these tables
Target sequence (Q03431 whole entry, looked up): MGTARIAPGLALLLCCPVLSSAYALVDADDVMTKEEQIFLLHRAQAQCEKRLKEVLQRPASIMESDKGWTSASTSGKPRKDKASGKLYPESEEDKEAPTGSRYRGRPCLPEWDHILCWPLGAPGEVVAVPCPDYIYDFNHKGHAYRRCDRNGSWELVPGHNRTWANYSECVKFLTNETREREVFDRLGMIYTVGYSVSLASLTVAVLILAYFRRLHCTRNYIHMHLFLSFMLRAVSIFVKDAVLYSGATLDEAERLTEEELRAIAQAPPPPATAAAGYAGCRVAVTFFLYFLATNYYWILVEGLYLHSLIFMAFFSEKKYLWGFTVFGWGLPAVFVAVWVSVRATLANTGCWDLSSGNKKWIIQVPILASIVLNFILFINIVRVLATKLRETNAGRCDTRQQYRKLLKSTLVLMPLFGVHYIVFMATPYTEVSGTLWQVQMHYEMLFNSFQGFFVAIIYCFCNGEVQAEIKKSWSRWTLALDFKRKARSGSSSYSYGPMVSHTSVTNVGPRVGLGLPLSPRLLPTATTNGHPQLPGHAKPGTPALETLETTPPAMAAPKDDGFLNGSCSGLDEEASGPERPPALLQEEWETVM
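HEK-293-derived GP2 cells expressing PTHR1 and a GloSensor cAMP reporter, 3,000/well, plated overnight, given luciferin plus IBMX (each 0.5 mM as added) for 1 h at 37 °C, then compound for 1 h at 37 °C. Luminescence was read after 15 min at room temperature.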
CCT modulator = changes cytosolic chaperonin activity. 0.3% of 360,000 active. activity change, % (concentration not given with the values), hits read low. purified chaperonin ATPase assay, HTRF ADP detection, 30 min; in the data active means activity change below about -30%; further: on the % scale 0 is the no-effect control and ±100 the full control effect
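TRiC (40 or 20 nM final, by batch activity) in 30 mM Tris pH 7.4, 100 mM KCl, 5 mM MgCl2, 1 mM DTT was treated with compound at 76 uM single dose, then 10 uM ATP, 30 min at 37 °C. ADP was read by HTRF Transcreener.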
D3 antag = D3 dopamine receptor (human) antagonism | D3R cells, DiscoveRx beta-arrestin luminescence, antagonist mode; hits give low values | max response, negative = inhibition, % | 2.5% of 360,000 active | AID 652054; in the data active means max response below about -50%; inconclusive means no clear call, values can overlap the other calls; further: on the % scale 0 is the no-effect control and ±100 the full control effect; mostly tested at two doses, the higher about 12 µM
Target sequence (P35462 whole entry, looked up): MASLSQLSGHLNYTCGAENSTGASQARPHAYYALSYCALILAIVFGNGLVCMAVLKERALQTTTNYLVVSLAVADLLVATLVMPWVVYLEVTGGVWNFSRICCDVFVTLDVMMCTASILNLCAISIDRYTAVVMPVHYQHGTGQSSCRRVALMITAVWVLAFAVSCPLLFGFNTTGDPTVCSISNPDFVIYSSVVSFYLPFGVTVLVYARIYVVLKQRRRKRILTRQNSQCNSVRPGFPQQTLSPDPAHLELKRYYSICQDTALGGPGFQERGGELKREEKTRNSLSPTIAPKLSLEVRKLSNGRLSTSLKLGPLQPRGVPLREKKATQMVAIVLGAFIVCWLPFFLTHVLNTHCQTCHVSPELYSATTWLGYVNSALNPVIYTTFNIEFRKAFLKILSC
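Cells expressing the human receptor were seeded at 1500 cells/well, incubated overnight at 37 degrees C in 5% CO2, then exposed to library compounds with dopamine controls for 90 minutes at 37 degrees C before luminescent detection.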
EPAC2 agonist = EPAC2 (human) agonism; EPAC2 activation, biochemical qHTS; response scale: 100% = 6.5 mM cAMP response; Potency, µM (doses to about 154 µM), for the others: at the top dose activation, usual class: activators; 0.079% of 360,000 active; AID 720711; further: potency means the concentration at half of the fitted maximal effect; nearly all actives have a fitted effect of over 50% in size
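Each well held 100 nM EPAC2, 250 nM RAP1B-BODIPY-GDP and 50 uM GDP. Fluorescence, read at 5-min intervals to 30 min, was referenced to a 6.5 mM cAMP positive control.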
DRD3 agonist = D3 dopamine receptor (human) agonism; max activation, %; P35462; 0.58% of 410,000 active; D3R DiscoveRx beta-arrestin cells, luminescence, 90 min; AID 652048; in the data active means max activation above about 30%; further: 0% is about no effect; mostly tested at two doses, the higher about 12 µM
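Agonist mode: compounds and dopamine controls were applied to plated cells for 90 min at 37 degrees C after an overnight attachment at 1500 cells/well. Luminescent read-out followed 30 - 60 minutes at room temperature with DiscoveRx detection reagent.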
EPAC2 antag = antagonists of human EPAC2 | 0.18% of 360,000 active | Q8WZA2 | EPAC2 GEF exchange of Rap1B-BODIPY-GDP, fluorescence | Potency, µM (highest dose often 114 µM), for inactives: at the highest dose activity, negative = inhibition, hits mostly inhibitors; further: potency means the concentration at half of the fitted maximal effect; on the % scale 0 is the no-effect control and ±100 the full control effect; nearly all actives have a fitted effect of over 45% in size; many of its hits are not listed in these tables
* = called active by the depositor; i = inactive; ? = inconclusive; · = not tested or not shown; [ ] = dose if it differs, or a comment. Unless noted, the call rests on the fitted dose curve; in most records, active means well fitted curve in the direction sought with a large enough effect; inconclusive means small, poorly fitted or top-dose-only effect, or another doubt; inactive means no such curve, though single readings can be large; an effect the other way counts as inactive or inconclusive.

#1 O=C(COC(=O)c1cccc(Cl)c1Cl)NCCN1C(=O)CSC1=O
#2 Cc1cccc(Nc2ncnc3c2cnn3C)c1
#3 CCOc1cccc2sc(N(CCN(C)C)C(=O)c3ccc4c(c3)OCCO4)nc12
#4 CC(C)n1nc(C(=O)Nc2nc3ccccc3[nH]2)c2ccccc2c1=O
#5 Cc1ccc(-n2nc3c(=O)n(CC(=O)NCCc4cccs4)nc(C)c3c2C)cc1
#6 CC(=O)c1ccccc1OC(=O)COc1ccc([N+](=O)[O-])cc1
#7 CNC(=O)c1c(NC(=O)CS(=O)(=O)c2ccc(Cl)cc2)sc(C)c1C
#8 O=C(COC(=O)c1ccc2c(c1)OCCO2)Nc1cccc(S(=O)(=O)N2CCOCC2)c1

assay / compound	1	2	3	4	5	6	7	8
Mm-Cpn inhibitor	1.4%	1.1%	1.5%	0.1%	1.4%	0.7%	-2.9%	2.4%
Akt phos inh	i	i	i	i	i	i	i	i
PTHR1 agonist	-26.0%	-15.8%	-9.1%	-20.5%	i	?	-57.0%[inhibitor]	i
CCT modulator	-2.3	-1.7	-2.5	-0.2	0.5	-0.7	0.5	0.1
D3 antag	-20.5	2.3	-66.4*	4.0	?	-29.9	-0.2	-0.8
EPAC2 agonist	8.9%	2.2%	8.4%	6.3%	-1.5%	11.5%	18.9%	16.3%
DRD3 agonist	-4.7	0.7	-18.6	-12.2	-2.5	0.0	-18.0	-2.1
EPAC2 antag	1.5%	-9.0%	-2.3%	-1.0%	1.9%	2.0%	-12.5%	6.0%

#9 CN(C(=O)C1CCC(=O)N(C2CC2)C1)C1CCCCC1 (stereo not drawn)
#10 CN(C1CCCCC1)S(=O)(=O)c1ccc(NC(=O)C2CCCCC2C(=O)O)cc1 (stereo not drawn)
#11 Cc1c(/C=N/NC(=O)c2cccs2)c2ccccc2n1Cc1ccccc1Cl
#12 O=C(NN=C1C2CC3CC1CC(Cl)(C3)C2)c1cccs1
#13 O=S(=O)(NCCc1ccc(F)cc1)c1cc(C(F)(F)F)ccc1Br
#14 Cc1cccc(/C=N/NC(=O)c2cccc(Cl)c2)n1
#15 CC(C)OCCCN1CC(=O)N2[C@@H](Cc3c([nH]c4ccccc34)C2(C)C)C1=O
#16 O=C(NC(=O)N1CCN(c2cccc(Cl)c2)CC1)c1ccccc1

assay / compound	9	10	11	12	13	14	15	16
Mm-Cpn inhibitor	1.8%	2.6%	-0.3%	1.6%	·	0.6%	0.6%	0.8%
Akt phos inh	i	i	i	i	i	i	i	·
PTHR1 agonist	i	i	-5.7%	i	-2.7%	-0.7%	i	i
CCT modulator	-1.3	-3.6	-4.2	1.7	0.1	-1.8	-0.4	0.5
D3 antag	-0.1	23.7	-3.1	-3.9	-12.4	?	-8.9	-72.0*
EPAC2 agonist	2.2%	3.3%	-1.4%	12.7%	4.3%	3.5%	0.6%	3.1%
DRD3 agonist	0.7	4.7	-10.2	-1.8	1.6	-0.2	-3.1	-25.0
EPAC2 antag	0.8%	-2.8%	0.5%	4.2%	-3.5%	9.4%	-5.7%	5.5%

#17 CC(C)OC(=O)c1cc2c(=O)[nH]c(C(Cl)(Cl)Cl)nc2o1
#18 Cc1cc(C)nc(Nc2n[nH]c(-c3ccccc3C)n2)n1
#19 Cc1ccc(OCC(=O)O/N=C(\N)c2cccnc2)cc1
#20 CC(Sc1nnc2ccccn12)C(=O)Nc1ccc2c(c1)OCCO2 (stereo not drawn)
#21 O=C(CN1CCN(c2ccc(F)cc2)CC1)N1N=CCC1c1ccccc1 (stereo not drawn)
#22 COc1cc(C(C)=O)ccc1OCC(O)Cn1nc(C)c(C(C)=O)c1C (stereo not drawn)
#23 O=C(O)c1ccc2c3n(nc2c1)-c1ccc(Cl)cc1CO3
#24 Cc1cc(C)n(-c2ccc(NC(=O)C3CCCCN3C(=O)c3cc(C)oc3C)cc2)n1 (stereo not drawn)

assay / compound	17	18	19	20	21	22	23	24
Mm-Cpn inhibitor	-3.4%	0.2%	0.0%	-3.5%	0.3%	0.0%	-0.6%	-1.4%
Akt phos inh	i	i	i	i	i	i	i	i
PTHR1 agonist	-46.8%[inhibitor]	-21.8%	i	i	i	i	-67.9%[inhibitor]	i
CCT modulator	0.3	-2.1	-2.4	-0.9	-5.5	-2.2	0.6	-1.3
D3 antag	-9.2	10.1	-10.0	14.4	-17.5	-10.2	12.9	-6.3
EPAC2 agonist	-7.1%	-3.6%	?	5.1%	8.3%	6.6%	5.5%	-2.9%
DRD3 agonist	-7.2	2.8	-2.7	9.5	0.6	2.5	0.2	4.1
EPAC2 antag	10.0%	-1.1%	-9.7%	19.0%	6.8%	-0.3%	-7.5%	-8.3%

Two entries picked at random from the list so far:
#18 Cc1cc(C)nc(Nc2n[nH]c(-c3ccccc3C)n2)n1
#17 CC(C)OC(=O)c1cc2c(=O)[nH]c(C(Cl)(Cl)Cl)nc2o1

assay / compound	18	17
Mm-Cpn inhibitor	0.2%	-3.4%
Akt phos inh	i	i
PTHR1 agonist	-21.8%	-46.8%[inhibitor]
CCT modulator	-2.1	0.3
D3 antag	10.1	-9.2
EPAC2 agonist	-3.6%	-7.1%
DRD3 agonist	2.8	-7.2
EPAC2 antag	-1.1%	10.0%

Next section.
#25 Cc1ccc(-c2nc3ccccc3[nH]2)cc1NC(=S)NC(=O)c1ccccc1Br
#26 Cc1cccc(C)c1-n1nnnc1C(c1cccs1)N1CCN(C/C=C/c2ccccc2)CC1 (stereo not drawn)
#27 COc1ccccc1/C=C1\SC(=S)N(N2C(=O)CCCC2=O)C1=O
#28 COC(=O)C[N+](C)(C)CC#Cc1ccccc1
#29 CC(C)C[C@H]1CNC(=S)N1CC1CCN(CC2CCCC2)CC1
#30 N#Cc1ccccc1OCC(=O)NC(=O)NCc1ccccc1
#31 O=C(Nc1ccccc1[N+](=O)[O-])c1cccc(N2C(=O)CCC2=O)c1
#32 CCOC(=O)c1nn(-c2ccccc2)c(=O)cc1SC1CCCCC1

assay / compound	25	26	27	28	29	30	31	32
Mm-Cpn inhibitor	-1.5%	·	-0.6%	-0.6%	·	-6.4%	0.5%	-5.6%
Akt phos inh	i	i	i	i	i	i	i	i
PTHR1 agonist	-81.4%[inhibitor][57.5 µM]	-7.1%	i	-20.4%	11.6%	i	-13.9%	i
CCT modulator	-1.2	0.3	-1.9	-1.2	-0.2	0.6	-0.5	-0.3
D3 antag	-50.5*	-84.0*	21.9	5.6	?	-8.1	3.1	10.2
EPAC2 agonist	10.5%	17.0%	6.7%	-10.0%	6.4%	0.2%	-3.8%	-2.0%
DRD3 agonist	-6.2	-19.8	6.8	-3.2	-45.0	-8.9	0.4	0.6
EPAC2 antag	-3.8%	-6.2%	2.9%	-1.0%	7.9%	-3.5%	-12.5%	12.2%

#33 COc1ccc(-n2nc(C(=O)NCC(=O)N3CCCC(C)C3)c3ccccc3c2=O)cc1 (stereo not drawn)
#34 COc1ccccc1Cn1c(=S)[nH]c2cc(C(=O)N3CCC(C(N)=O)CC3)ccc2c1=O
#35 O=C(/C=C/c1cccc(Br)c1)c1ccc2c(c1)OCO2
#36 Cc1cc(C)cc(C(=O)N/N=C/c2ccoc2)c1
#37 CC1CCc2c(sc(N)c2C(=O)OC(C)C)C1 (stereo not drawn)
#38 Cc1ccc(C(=O)N/C(=C\c2ccc(-c3cccc([N+](=O)[O-])c3)o2)C(=O)NCCCN(C)C)cc1
#39 CCOC(=O)C(Cc1ccccc1)NC(=O)CCc1c(C)nc2ncnn2c1C (stereo not drawn)
#40 NC(=O)[C@H]1CC2(CC(c3cccc(NC(=O)[C@H]4CCC(=O)N4)c3)=NO2)CN1C(=O)CC(c1ccccc1)c1ccccc1 (stereo partly drawn)

assay / compound	33	34	35	36	37	38	39	40
Mm-Cpn inhibitor	-2.3%	1.2%	?	0.2%	1.0%	-0.3%	1.9%	1.8%
Akt phos inh	i	i	i	i	i	i	i	i
PTHR1 agonist	-19.4%	i	-8.8%	i	-19.8%[57.5 µM]	i	-37.3%[inhibitor][57.5 µM]	-19.5%
CCT modulator	0.5	0.7	-1.0	1.1	0.1	-1.6	-1.7	-2.6
D3 antag	2.1	-14.3	?	5.4	40.1	34.1	9.2	-12.9
EPAC2 agonist	2.2%	-0.9%	-0.3%	-0.3%	16.0%	-2.6%	2.4%	3.5%
DRD3 agonist	4.2	9.5	-21.4	-11.7	9.4	6.7	-1.1	-8.5
EPAC2 antag	4.8%	-4.8%	-10.4%	-1.4%	-9.5%	-5.1%	10.3%	-0.5%

#41 COc1ccccc1C(=O)NNC(=O)c1sccc1-n1cccc1
#42 CC1(C)CC(=O)CC(=NCC(=O)O)C1
#43 COc1ccc(OC)c(NC(=O)C2CCN(S(C)(=O)=O)CC2)c1
#44 Clc1ccccc1Cc1noc(CN2CCCCC2c2ccccn2)n1 (stereo not drawn)
#45 COc1ccc(F)cc1-c1nc(N)nc(N)n1
#46 CC(C)N(CC(O)COc1ccc(CC(N)=O)cc1)CC(O)COc1ccc(CC(N)=O)cc1 (stereo not drawn)

assay / compound	41	42	43	44	45	46
Mm-Cpn inhibitor	0.4%	-0.8%	1.9%	-0.3%	0.1%	0.2%
Akt phos inh	i	i	i	i	i	i
PTHR1 agonist	i	i	7.3%[57.5 µM]	-18.5%	i	-72.2%[inhibitor]
CCT modulator	-2.6	0.8	-4.3	-2.2	-2.8	-0.4
D3 antag	-11.1	-19.5	6.9	-10.2	5.2	-20.2
EPAC2 agonist	1.5%	-26.7%	7.0%	5.1%	5.4%	7.7%
DRD3 agonist	0.6	-21.6	12.1	-11.1	13.2	0.7
EPAC2 antag	0.9%	4.8%	-0.9%	-10.4%	-5.2%	2.0%

This is a subset; rates above refer to the full screens.
